# HEK293 NOD2/NF-kB – NOD2 signaling inhibitors, cell-based, luminescence, uHTS, HEK293 (AID 1566) | 290,000 compounds, 0.63% hits | one-dose inhibition, % at 4 µM; EC50 in µM for titrated hits | HEK293 NOD2/NF-kB luciferase reporter, luminescence; higher % means a stronger effect; in the data active = inhibition above about 50%; also: many of its hits are not listed in these tables
# NOD1 inhibition – NOD1 signaling inhibitors, primary screen, cell-based, luminescence, uHTS (AID 1578) | NOD1-driven NF-kB luciferase reporter cells, luminescence; higher % means a stronger effect | 290,000 compounds, 1% hits | one-dose inhibition, % at 4 µM; EC50 in µM for titrated hits; in the data active = inhibition mostly above about 36%, no sharp cut-off; inactive = mostly below about 34%;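 also: HEK-293T reporter cells stimulated with the NOD1 agonist gamma-tri-DAP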
# MT stabilize HCS – microtubule stabilizers in HeLa cells, primary screen, imaging, high-content imaging; HeLa tubulin immunostaining HCS, 24 h; share of cells brighter than vehicle mean+2SD; % tubulin-high responders, % at 10 µM; 200,000 compounds, 0.83% hits;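 active = plate Z-score above 3 for both tubulin-high and condensed-nucleus cell shares, with cell loss under 80%, at 10 µM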;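 also: anti alpha tubulin signal scored within the nucleus-defined area of each cell; some results filed as inactive read as strong as hits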
# Yfh1-depleted yeast – enhancers of respiration in Yfh1-depleted yeast, dose response, Friedreich's ataxia, plus single-dose screen (AID 1465) | fold induction at 50 µM, or EC50 in µM where a hit was titrated | S. cerevisiae Yfh1-off respiration, WST-1 reduction, 72 h; higher fold induction means a stronger effect | 220,000 compounds, 0.074% hits;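 active = fold induction of absorbance versus untreated yeast above a set limit, then at least 30% activation at any dose in follow-up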;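 also: activators that raise dye reduction in frataxin-depleted yeast; strong numbers were not always called active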
# Autophagy mod – autophagy modulators in MEF cells, primary screen, imaging, high-content, MEF GFP-LC3. 190,000 compounds, 0.98% hits. MEF GFP-LC3 puncta imaging; test concentration mostly 10 µM. AID 463193, 2010. calls only at 10 µM (by protocol);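 active = percentage of spot-positive cells more than 3 SD above its plate mean, without a fluorescence outlier flag or 80% toxicity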;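 also: spot-positive cell cutoff set from DMSO-treated cells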
# Dynein transport – inhibitors of GR-EGFP nuclear translocation, primary screen, dynein cargo transport inhibitor project, imaging, high-content, 3617.4 mouse cells; test concentration mostly 20 µM; stimulated with dexamethasone, 1 µM; hits give low values; z-score, hits read low; 220,000 compounds, 0.47% hits; AID 1381, 2008;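 active = plate z-score of nuclear minus cytoplasmic receptor signal below a set negative limit, without overly bright fluorescence or cell loss, cut at about -3.5 in these data, passing the limit was not always enough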;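 also: z-score of nuclear minus cytoplasmic ring GR-EGFP intensity difference per well; some compounds called inactive have numbers as strong as hits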
#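 Buffer or medium – tet-free medium with charcoal-stripped serum · Signal – automated 10x imaging of fixed Hoechst-stained cells · Also added – dexamethasone agonist, 1.0 µM final, for 30 min · Incubation – induction 48 h, compound 1 h, agonist 30 min · Read-out – GR-EGFP nuclear translocation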
# bCat nuc transl – modulators of beta-catenin nuclear translocation, primary screen, imaging, HeLa cells, immunofluorescence, high-content; nuclear translocation activity, % at 5 µM; 190,000 compounds, 0.3% hits; AID 1665, 2009;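 active = nuclear translocation activity above 50% at 5 µM, with a well cell count of 50 or more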;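 also: per-cell ratio of nuclear to cytoplasmic median beta-catenin stain intensity; plate controls were DMSO negative control for no effect and GSK-3 inhibitor IX positive control for full effect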
#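 Test system: human HeLa cells, native beta-catenin. Compound dosing: 5 µM primary single dose, 0.1% DMSO, 0.02–20 µM confirmation series. Incubation: compound exposure 24 h at 37°C. Detection: beta-catenin immunostaining with DAPI counterstain, 20x imaging, 6 fields/well. Read-out basis: Nuclear/cytoplasmic beta-catenin signal ratio, % activation.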
# Ins promoter up – insulin promoter activators in MIN6 cells, imaging, high-content screening, mouse beta cells. MIN6 insulin promoter-GFP reporter; hits give high values. z-score at 5 µM. 190,000 compounds, 0.3% hits;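 active = z-score above 3 at 5 µM with at least 500 cells counted in the well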
# M17LAP inhibition – P. falciparum M17LAP inhibitors, primary screen, biochemical, fluorogenic H-Leu-NHMec substrate, 1536-well (AID 1619); recombinant M17LAP, H-Leu-NHMec fluorogenic kinetic assay; higher % means a stronger effect; one-dose inhibition, % at 30 µM; IC50 in µM for titrated hits; 220,000 compounds, 0.38% hits;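 active = compound inhibiting the enzyme by more than half at any dose during confirmatory dose-response retesting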;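 also: plate controls were full reaction with DMSO carrier for no effect and no enzyme background for full effect; strong numbers were not always called active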
# Dynein transport cytoplasmic EGFP – recorded beside Dynein transport, whose call it bears; z-score; measured here: cytoplasmic GR-EGFP intensity; hits give high values
# Dynein transport nuclear GR-EGFP – further read-out of Dynein transport, marked with its call; z-score; measured here: nuclear GR-EGFP intensity;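 lower value marks the stronger effect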
# Dynein transport cell count – recorded beside Dynein transport, whose call it bears; z-score; measured here: cell count per field
# Ins promoter up cell count – recorded beside Ins promoter up, whose call it bears; cell count; measured here: cytotoxicity, nuclei count;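 total cells summed across four imaged fields per well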
# bCat nuc transl cell count 5 µM – second read-out of bCat nuc transl, no call of its own (marks repeat the call); cell count; measured here: cell count, cytotoxicity flag
# MT stabilize HCS Hoechst-high % – second read-out of MT stabilize HCS, no call of its own (marks repeat the call); % Hoechst-high responders; measured here: nuclear condensation Hoechst responders;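 share of cells brighter than vehicle mean plus two SD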
# MT stabilize HCS cytotoxicity % – second read-out of MT stabilize HCS, no call of its own (marks repeat the call); toxicity, %; measured here: cytotoxicity by cell density;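 0% = mean cell density of plate MIN control wells and 100% = no cells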
# Autophagy mod cell loss 18 h – second read-out of Autophagy mod, no call of its own (marks repeat the call); toxicity, %; measured here: cell loss, nuclei count;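 cell loss after 18 h compound exposure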
# An asterisk follows results filed as active; i = inactive; / = no result given.
SMILES,HEK293 NOD2/NF-kB,NOD1 inhibition,MT stabilize HCS,MT stabilize HCS Hoechst-high %,MT stabilize HCS cytotoxicity %,Yfh1-depleted yeast,Autophagy mod,Autophagy mod cell loss 18 h,Dynein transport,Dynein transport cytoplasmic EGFP,Dynein transport nuclear GR-EGFP,Dynein transport cell count,bCat nuc transl,bCat nuc transl cell count 5 µM,Ins promoter up,Ins promoter up cell count,M17LAP inhibition
CCCCOCCCNC(=O)N[C@@H](CC(C)C)C(=O)O,8%,-8%,2.9,3.2,8.4,i,i,7,0.68,-0.12,0.73,0.49,-0.7,1081,-0.15,1110,23%
COCC(C)NCc1cccc([N+](=O)[O-])c1 (stereo not given),0%,11%,3.6,2.1,4.5,i,i,-9,0.23,0.048,0.67,0.28,1.3,1393,0.21,1574,6%
CNCc1ccccc1Sc1ccc(OC)cc1,3%,-12%,3.6,2.1,6.0,/,i,13,0.37,-0.23,0.51,0.5,1.0,1432,-0.54,1290,1%
CC1CCN(c2nc(Cl)nc(Nc3ccc([N+](=O)[O-])cc3)n2)CC1,5%,-18%,3.5,2.6,7.6,i,i,4,-1.1,-0.23,0.18,0.11,1.2,536,-0.86,1153,-13%
O=c1[nH]ncn2cccc12,10%,2%,5.3,3.8,9.8,i,i,-18,-0.082,-0.098,0.06,0.52,/,/,/,/,-1%
CCOC(=O)C1CCCN(c2c(NCCN3CCCCC3CC)c(=O)c2=O)C1 (stereo not given),4%,-1%,3.1,3.0,4.7,i,i,-25,-0.61,-0.21,-0.31,0.38,/,/,-1.3,968,8%
CCOC(=O)[C@@H]1CCN(Cc2ccccc2)C[C@H]1c1ccccc1,-5%,-14%,/,/,/,i,/,/,1.5,-0.0043,0.63,-1.8,-0.1,1266,-0.16,1160,-10%
CCOC(=O)C(=NC1CCS(=O)(=O)C1)NNc1ccccc1Cl (stereo not given),-40%,1%,/,/,/,i,/,/,-0.023,-0.77,-0.33,-0.62,0.2,1391,-0.1,801,-4%
COc1cccc(C(=O)Nc2cc(C(=O)NCCc3ccccc3)ccc2Cl)c1,-4%,-23%,2.6,1.6,3.9,i,i,31,-1.2,0.22,-0.36,0.57,0.6,1148,0.48,853,12%
COc1ccc(CC(=O)NNS(=O)(=O)c2ccc3ccccc3c2)cc1OC,3%,-25%,2.8,1.7,0.2,i,i,-1,-0.044,-0.3,-0.34,-0.041,-4.4,575,0.25,1199,0%
COc1nccnc1NS(=O)(=O)c1ccc(NC(=S)NC(=O)/C=C/c2ccccc2)cc1,3%,8%,5.2,1.5,2.7,i,i,2,-0.43,-0.24,-0.23,0.11,-0.9,920,-0.13,1130,9%
COc1ccc(N(C)S(=O)(=O)c2cccc(C(=O)NCc3ccc4c(c3)OCO4)c2)cc1,-35%,-34%,2.5,3.5,6.5,i,i,4,0.69,-0.27,0.35,-1.5,-2.4,1131,-0.16,1358,-4%
Cc1ccc(NC(=O)CN(C)Cc2ccc(Cl)cc2)cc1,4%,2%,3.8,2.1,7.1,i,i,-48,-0.62,-0.25,-0.16,-0.08,-0.9,1195,-0.08,1313,-2%
O=C(OCC1OC(n2ccc(=O)[nH]c2=O)C(O)C1OC(=O)c1ccccc1)c1ccccc1 (stereo not given),-10%,-35%,2.8,0.9,5.4,i,i,-15,0.87,-0.28,0.69,0.26,/,/,-0.97,890,11%
COc1cccc(C2/C(=C(\O)c3c(C)nc4c(C)cccn34)C(=O)C(=O)N2CCCN(C)C)c1OC (stereo not given),-12%,-16%,/,/,/,/,/,/,/,/,/,/,-2.8,963,1.2,1210,/

# By substructure: the compounds so far containing a nitro group on carbon.
SMILES,HEK293 NOD2/NF-kB,NOD1 inhibition,MT stabilize HCS,MT stabilize HCS Hoechst-high %,MT stabilize HCS cytotoxicity %,Yfh1-depleted yeast,Autophagy mod,Autophagy mod cell loss 18 h,Dynein transport,Dynein transport cytoplasmic EGFP,Dynein transport nuclear GR-EGFP,Dynein transport cell count,bCat nuc transl,bCat nuc transl cell count 5 µM,Ins promoter up,Ins promoter up cell count,M17LAP inhibition
COCC(C)NCc1cccc([N+](=O)[O-])c1 (stereo not given),0%,11%,3.6,2.1,4.5,i,i,-9,0.23,0.048,0.67,0.28,1.3,1393,0.21,1574,6%
CC1CCN(c2nc(Cl)nc(Nc3ccc([N+](=O)[O-])cc3)n2)CC1,5%,-18%,3.5,2.6,7.6,i,i,4,-1.1,-0.23,0.18,0.11,1.2,536,-0.86,1153,-13%

# (further entries)
SMILES,HEK293 NOD2/NF-kB,NOD1 inhibition,MT stabilize HCS,MT stabilize HCS Hoechst-high %,MT stabilize HCS cytotoxicity %,Yfh1-depleted yeast,Autophagy mod,Autophagy mod cell loss 18 h,Dynein transport,Dynein transport cytoplasmic EGFP,Dynein transport nuclear GR-EGFP,Dynein transport cell count,bCat nuc transl,bCat nuc transl cell count 5 µM,Ins promoter up,Ins promoter up cell count,M17LAP inhibition
O=C(Cc1ccc(F)cc1)c1ccc(O)cc1O,-8%,-8%,2.0,1.4,11,i,i,-13,0.13,-0.18,0.23,0.39,/,/,0.17,864,25%
O=c1oc2ccccc2c(Nc2ccccc2O)c1[N+](=O)[O-],0%,-11%,2.8,2.0,7.3,i,i,-5,-0.11,-0.31,0.028,0.53,0.7,1015,/,/,25%
Cc1c(C(=O)OCC(=O)Nc2cccc(S(N)(=O)=O)c2)oc2c1ccc1ccccc12,-24%,-16%,3.2,2.5,10,i,i,-27,-0.74,-0.22,-0.24,0.56,1.3,908,0.08,1586,-1%
O=C(/C=C/c1ccccc1)NC(=S)Nc1ccc(N2CCOCC2)c(Cl)c1,-7%,-3%,1.0,1.9,4.6,/,i,-1,-0.24,0.15,-0.17,0.51,-1.7,1399,-0.92,1371,-17%
COCCn1c(SCC(=O)Nc2ccc(S(N)(=O)=O)cc2)nc2ccccc21,0%,-4%,1.6,1.5,7.7,i,i,-9,0.002,-0.14,0.083,0.59,-1.1,1166,0.03,1096,11%
CC(=O)c1c(N2CCCCC2)nc(=S)n(Cc2ccccc2)c1C,24%,-31%,3.6,2.3,5.2,i,i,24,-0.86,0.056,-0.17,0.71,-0.3,1364,-0.46,1528,7%
O=c1[nH]c2ccc(S(=O)(=O)N3CCCCC3)cc2[nH]c1=O,10%,-12%,3.8,1.5,5.9,i,i,-8,0.13,0.22,0.094,-0.77,-1.3,1111,/,/,38%
Cc1nc2ccccc2c2c1C(=O)N(c1ccc(C(=O)O)cc1)C2=O,18%,18%,2.2,3.5,2.3,i,i,-5,-0.81,-0.31,-0.51,1.1,-3.9,1034,1.1,1412,6%
CC(=O)c1cccc(CN2CCCC(CCC(=O)NCc3ccc(C)o3)C2)c1 (stereo not given),-1%,-7%,0.9,1.3,2.2,i,i,-3,0.21,-0.19,0.052,-0.17,-0.4,1034,0.49,1531,5%
Cn1c(=O)c2c3c(sc2n2c(SCc4ccc5c(c4)OCO5)nnc12)COC(C)(C)C3,9%,-10%,/,/,/,/,/,/,/,/,/,/,-1.2,1036,0.27,1267,/
Cn1ccnc1Sc1ccc(/C=N/NC(=O)c2ccccc2O)cc1[N+](=O)[O-],8%,-31%,2.5,1.8,6.4,i,i,11,0.91,-0.25,0.41,-0.97,-1.0,965,/,/,17%
Cc1ccc(-c2nn(-c3ccccc3)cc2/C=N/NC(=O)c2ccc3c(c2)OCO3)cc1,-45%,34%,2.1,1.7,6.4,i,i,6,0.31,-0.19,0.13,-0.77,-0.5,1358,-0.32,1375,-7%
Fc1ccc(COc2ccc(Br)cc2CNCc2ccncc2)cc1,18%,/,2.8,2.0,10,i,i,8,-0.24,-0.2,0.56,0.064,4.2,1377,-1.1,990,10%
O=C(CCc1nc2ccccc2c(=O)[nH]1)OCc1ccc(Cl)cc1Cl,-3%,-23%,3.1,3.1,5.6,i,i,1,-0.63,-0.31,-0.27,0.24,-0.5,943,0.19,1315,-6%
C=CC[C@@H]1C=C[C@H](O/N=C/[C@@H](NS(=O)(=O)c2ccc(C)cc2)[C@H](C)/C=C/CC(=O)OC)[C@@H](CO)O1,11%,-18%,3.1,2.7,1.2,/,i,14,-0.7,-0.24,0.055,0.93,-1.3,576,0.22,1154,19%
c1cnc(-c2noc(CN3CCN(C4CCCC4)CC3)n2)cn1,-17%,-31%,2.1,0.9,9.1,i,i,7,-0.78,-0.3,-0.16,0.67,-1.9,1096,1.2,1470,/
CC1CCN(C(=O)CSc2nc3ccccc3[nH]2)CC1,-25%,-35%,3.0,1.5,4.6,i,i,17,0.48,-0.31,0.81,-0.65,1.3,914,0.3,1648,14%
CCO/C(C)=N/n1c2nc3ccccc3nc2c2c(=O)n(C3CCCC3)c(C)nc21,16%,-16%,3.7,1.7,8.7,i,i,9,-0.18,-0.38,-0.2,0.0089,-0.5,779,-0.52,975,-16%
COc1ccccc1N1CCN(Cc2ccc(OC)c(OC)c2OC)CC1,3%,9%,2.8,1.1,1.8,i,i,10,0.79,-0.23,0.92,-0.77,/,/,0.63,863,14%
O=C(CCN1C(=O)C2CCCCC2C1=O)NNC(=O)c1cccc(Cl)c1 (stereo not given),10%,31%,4.2,2.3,11,i,i,-13,0.0068,-0.19,-0.3,0.71,0.6,1022,0.73,1232,10%
O=C(NC(Cc1ccc(O)cc1)C(=O)O)c1ccco1 (stereo not given),13%,-38%,2.7,1.2,1.8,i,i,-9,-0.52,-0.34,-0.73,0.75,-1.0,1601,0.08,1255,8%

# Compound activity deposited in PubChem by several laboratories.

# Not all compounds are listed, so the mix of outcomes need not match the whole.
